Screens (PubChem BioAssay)
NCI-60 one-dose screen, 48 h, at 10 µM unless noted. Numbers give growth in % (100 = growth as untreated, 0 = no growth, -100 = all killed).
HOP-62 = HOP-62 NSCLC; 3.9% of 80,000 active
CCRF-CEM = CCRF-CEM leukemia | AID 1794778 | 7% of 77,000 active
MOLT-4 = MOLT-4 leukemia cells. 6.9% of 80,000 active
RPMI-8226 = RPMI-8226 leukemia cells. AID 1794781. 7.5% of 77,000 active
EKVX = EKVX NSCLC; 3% of 71,000 active; AID 1794765
A549/ATCC = A549/ATCC NSCLC; AID 1794740; 3.7% of 81,000 active
HOP-92 = HOP-92 NSCLC cells | 6.3% of 71,000 active | AID 1794738
M14 = M14 melanoma | 6.2% of 80,000 active
An asterisk follows results filed as active; x = no result given. The calls were made as follows: active = growth percent below 10; inactive = the rest.

SMILES	HOP-62	CCRF-CEM	MOLT-4	RPMI-8226	EKVX	A549/ATCC	HOP-92	M14
O=c1[nH]c(CCl)nc2c(-c3nc4ccccc4s3)c(Nc3ccccc3)sc12	92	95	87	98	88	99	79	101
CC1=C(C)C[C@]2(C(=O)O[C@H](C)[C@H]2C)[S@](=O)C1	106	97	110	103	109	97	98	99
C/C(Cc1ccc(Cl)cc1)=C(/c1ccc(Cl)cc1)c1ccc(OCCN2CCOCC2)cc1	105	97	98	105	101	98	91	97
Nc1nn2c(-c3cc4ccccc4oc3=O)ccnc2c1N=Nc1ccc(C(=O)O)cc1	123	85	83	91	107	114	101	99
S=c1nc[nH]c2c1ncn2-c1ccc(Cl)cc1	106	96	129	98	40	111	x	96
CCCCCn1sc(=O)n(Cc2ccc(CNC(=O)OCc3ccc4cccc(O)c4n3)cc2)c1=O	-0.2*	7.1*	1.9*	-15*	29	21	-53*	-65*
CN1CCN(CCC(=O)Nc2cccc(-n3cc(-c4ccncc4)c(-c4ccc(Cl)c(O)c4)n3)c2)CC1	54	25	26	20	74	30	28	12
CCCn1cnc2c(c1=N)C(c1ccc(Cl)cc1)c1sc3c(F)cccc3c1O2 (configuration not stated)	97	64	57	30	80	76	79	71
CC(=O)OCC(CCn1cnc2cnc(N)nc21)COC(C)=O	115	106	108	96	113	95	x	111
O=C(Nc1ccc(S(=O)(=O)O)cc1)c1ccc(N=Nc2cc(S(=O)(=O)O)c3ccccc3c2O)cc1	93	101	94	103	100	101	96	98
COc1cc2c(cc1OC)C1(NCC2)C(=O)N(Cc2ccc(Br)cc2)c2ccccc21 (configuration not stated)	91	84	57	46	87	82	87	90
O=C1C(c2ccccc2)c2ccccc2N1Cc1ccccc1 (configuration not stated)	102	89	105	101	90	92	88	122
N#Cc1c(-c2cccnc2)nc(N=Nc2c(O)[nH]c3ccccc23)[nH]c1=O	102	101	101	100	97	98	105	95
CCCC1OC(c2cc3c(cc2Cl)OCO3)OCC1CC (configuration not stated)	101	92	95	x	106	100	78	111
COc1ccc(NC(=O)c2sc(N)c(C#N)c2C)cc1	114	49	80	103	120	99	x	118
COc1ccc(S(=O)(=O)NC(=O)NC2C(OC(C)=O)OC(COC(C)=O)C(OC(C)=O)C2OC(C)=O)cc1 (configuration not stated)	96	99	108	x	105	96	106	101
CCN(CC)CCNC(=O)n1cc(-c2ccncc2)c(-c2cc(Cl)cc(OC)c2)n1	36	83	82	x	43	49	x	108
Nc1nc(=O)[nH]c2ccc(Sc3ccc(Cl)cc3)cc12	105	92	92	104	88	106	x	109
CCCC(=O)N(Cc1ccccc1)Cc1ccccc1	110	91	86	99	104	108	91	113
COc1cccc(-c2nc(Nc3ccccc3S(N)(=O)=O)c3ccccc3n2)c1	86	96	99	98	95	103	x	114
COc1cc(N)ccc1O	104	97	114	93	109	95	94	110
COc1cc2c(cc1-c1c(C)noc1C)ncc1nc(C3CCC(F)(F)CC3)n([C@@H](C)COC(F)F)c12	32	51	41	17	43	37	35	41
CC(=O)OC(C1CC1C(=O)C1CO1)[C@H](Cc1ccccc1)NC(=O)OCc1ccccc1 (some centres not stated)	110	89	93	97	97	101	89	97
COc1ccc(/C(=C\c2ccc3c(c2)OCO3)C(=O)Nc2nc3ccccc3s2)cc1	95	95	71	95	102	94	104	107
NC(=O)c1c(Nc2ccccc2)nn2c(-c3ccc(Br)cc3)c(-c3nc4ccccc4s3)c(N)nc12	107	95	96	99	92	106	100	107

4 compounds from above, reduced to HOP-62:
Molecule,HOP-62
COc1ccc(S(=O)(=O)NC(=O)NC2C(OC(C)=O)OC(COC(C)=O)C(OC(C)=O)C2OC(C)=O)cc1 (configuration not stated),96
CCN(CC)CCNC(=O)n1cc(-c2ccncc2)c(-c2cc(Cl)cc(OC)c2)n1,36
Nc1nc(=O)[nH]c2ccc(Sc3ccc(Cl)cc3)cc12,105
CCCC(=O)N(Cc1ccccc1)Cc1ccccc1,110

Additional compounds
SMILES	HOP-62	CCRF-CEM	MOLT-4	RPMI-8226	EKVX	A549/ATCC	HOP-92	M14
COc1ccc(CN2c3ccccc3Sc3ccccc32)c(C(F)(F)F)c1	41	10	24	29	50	33	39	7.6*
COc1ccc(-n2nc(C(=O)NCCCCCC(=O)O)nc2-c2ccccc2)cc1	103	110	90	113	102	99	99	96
N=C(N)c1ccc(C(=N)N)cc1	102	106	90	113	111	93	74	91
Clc1ccc(C2CC(n3nnnc3-c3ccccc3)=NN2)cc1 (configuration not stated)	114	98	93	100	110	112	103	98
N#C/C(=C\c1c[nH]c2ccccc12)S(=O)(=O)c1ccccc1	102	x	96	66	91	100	59	104
Cc1ccc(-c2cc(Cc3cccs3)c(=O)n(Cn3cnc4c(N)ncnc43)n2)cc1	115	111	89	108	93	109	x	110
O=C(NCCCCCCNC(=O)c1c2c(nc3ccccc13)-c1cccnc1SC2)c1c2c(nc3ccccc13)-c1cccnc1SC2	44	94	88	59	49	71	51	31
CNc1ncnc2[nH]ncc12	98	91	94	108	100	104	x	98
O=C1C(Cl)=C(Nc2cccc(C(F)(F)F)c2)C(=O)N1c1cccc(C(F)(F)F)c1	81	80	33	65	92	81	69	80
COc1cccc2cc(-c3cc4ccccc4[nH]3)/c(=N\Nc3ccc(Cl)cc3)oc12	95	93	87	87	83	89	x	84
NC(N)=NS(=O)(=O)c1ccc(N=Nc2c(N)n[nH]c2N)cc1	108	104	112	101	96	105	87	105
COc1ccc(Cn2cc3c(c2-c2ccccc2)CCc2c(CO)noc2-3)cc1N	95	90	90	98	91	101	108	92
O=C(Nc1ccn(CCOC(=O)c2ccccc2)c(=O)n1)c1ccccc1	105	96	99	97	104	101	90	104
Cn1c(=O)c2[nH]c(Cc3ccc(OCc4ccccc4)cc3)nc2n(C)c1=O	87	59	75	28	61	78	71	77
CC1Sc2ccc(C(=O)N(C)Cc3cccc(F)c3)cc2NC1=O (configuration not stated)	110	68	101	92	109	104	76	106
Cc1cc(F)ccc1C(=O)Nc1ccc(CN2CCc3nc4cc(O)c(O)cc4cc32)cc1	105	88	83	88	x	104	x	105
Cc1nc(Nc2nc(-c3ccncc3)nc(C(Cl)(Cl)Cl)n2)sc1C	101	104	104	99	102	110	103	100
Cc1c(C)c(C)c(C)c(C)c1C	92	110	131	122	112	106	104	x
CCOC(=O)c1cc2c([nH]c1=O)-c1cnn(-c3ccc(OC)cc3)c1CC2	105	97	102	103	x	101	87	110
Oc1c(Cl)cc(Cl)cc1CNc1nccnn1	103	111	101	105	94	102	101	92
CCCn1c(=N)/c(=C(\N)O)s/c1=C(/C#N)C(=O)OCC	110	83	95	42	x	117	61	114
CCOC(=O)c1cc(Cl)c2c(ccc3ccccc32)n1	106	100	104	103	102	107	x	135
COC(=O)C1(C(C(=O)c2ccccc2)c2ccccc2)NC(=S)NC(=O)C1C#N (configuration not stated)	110	103	111	124	100	109	111	107
CN1CCC(OC(c2ccccc2)c2ccc(Cl)cc2)C1 (configuration not stated)	93	63	95	70	117	103	60	108
COc1ccc(C(=O)C[C@@]2(O)C(=O)Nc3c(Cl)ccc(Cl)c32)cc1	90	99	99	101	93	94	89	99

A few values from above:
M14 result of `CCCCCn1sc(=O)n(Cc2ccc(CNC(=O)OCc3ccc4cccc(O)c4n3)cc2)c1=O` : -65*
MOLT-4 result of `CC(=O)OC(C1CC1C(=O)C1CO1)[C@H](Cc1ccccc1)NC(=O)OCc1ccccc1` (some centres not stated) : 93
M14 result of `N#Cc1c(-c2cccnc2)nc(N=Nc2c(O)[nH]c3ccccc23)[nH]c1=O` : 95

Quoted from the listing, 3 compounds:
SMILES	HOP-62	CCRF-CEM	MOLT-4	RPMI-8226	EKVX	A549/ATCC	HOP-92	M14
COC(=O)C1(C(C(=O)c2ccccc2)c2ccccc2)NC(=S)NC(=O)C1C#N (configuration not stated)	110	103	111	124	100	109	111	107
CN1CCC(OC(c2ccccc2)c2ccc(Cl)cc2)C1 (configuration not stated)	93	63	95	70	117	103	60	108
COc1ccc(C(=O)C[C@@]2(O)C(=O)Nc3c(Cl)ccc(Cl)c32)cc1	90	99	99	101	93	94	89	99

Next part
SMILES	HOP-62	CCRF-CEM	MOLT-4	RPMI-8226	EKVX	A549/ATCC	HOP-92	M14
COc1cc(-c2nc3ccccc3s2)ccc1OCc1nc2n(n1)S(=O)(=O)c1ccccc1N2C	46	4.9*	89	61	54	91	1.2*	77
CCn1c(SCC(=O)Nc2ccc(-c3nc4ccccc4[nH]3)cc2)nc2ccccc2c1=O	-80*	45	3.3*	-11*	-43*	-71*	x	-88*
CCn1c(=N)sc2nc3ccccc3n2c1=O	79	109	95	100	83	77	76	120
COc1ccc2oc(=O)cc(C3C(C#N)=C(N)Oc4n[nH]c(C)c43)c2c1 (configuration not stated)	98	100	97	98	94	100	89	98
N#Cc1c(NC(=O)c2ccccc2)nn2c3c(cnc12)CCC3	97	106	100	104	83	97	83	102
Cc1csc(SCc2nc3sc(C)c(C)c3c(=O)[nH]2)n1	102	108	75	111	120	104	104	114
Cc1ccccc1OCc1ccccc1Cl	109	100	103	108	107	102	64	107
COc1ccccc1OCC(=O)N1CCCCCC1	104	101	87	101	90	92	83	119
OC(COc1ccccc1)CN1CCN(c2cccc(Cl)c2)CC1 (configuration not stated)	94	108	88	116	111	90	99	97
N#Cc1ccc(OC(=O)Nc2ccccc2C(F)(F)F)cc1	81	97	89	86	95	102	111	100
C=C(C[n+]1ccccc1)[C@@H]1CC[C@]2(C(=O)O)CC[C@]3(C)[C@H](CC[C@@H]4[C@@]5(C)CC[C@H](O)C(C)(C)[C@@H]5CC[C@]43C)[C@@H]12	102	100	98	101	99	101	101	103
O=C(CCl)Oc1ccc(C2CCCCC2)cc1	100	105	106	107	105	107	93	105
COc1ccc2c(c1)C(=O)/C(=C/c1ncc([N+](=O)[O-])n1C)O2	-27*	95	-5.9*	105	x	-28*	x	-38*
Nc1c(C(=O)Nc2cccnc2)sc2nc3c(cc12)CCCC3	92	97	90	106	96	94	97	106
OCc1ccc2ccccc2n1	89	90	100	99	105	105	78	95
O=c1cc(C2NNC(=S)N2)c2ccc3ccccc3c2o1 (configuration not stated)	95	x	102	75	64	108	103	102
NS(=O)(=O)c1ccc(CCn2c(SCC(=O)N/N=C/c3c(Cl)cccc3Cl)nc3ccccc3c2=O)cc1	99	73	86	69	95	98	107	90
O=C1CCC2=C3C4CCCC5OC6CC(=O)CCC6=C(C6CCCC(OC2C1)C36)C54 (configuration not stated)	127	75	73	81	x	99	119	96
O=S(=O)(Nc1ccc(I)cc1Cl)c1ccc(-c2cnc(C3CC3)o2)cc1	53	25	45	x	54	55	x	30
COc1ccc(-c2cc(C(=O)N=Nc3c(O)[nH]c4ccc(Cl)cc34)c3ccccc3n2)cc1	-21*	86	69	102	21	-4.4*	117	77
O=S(=O)(NCCCNc1cc(-c2cn(-c3ccccc3)nc2-c2ccccc2)ccn1)c1ccc(C(F)(F)F)cc1	82	50	29	44	46	41	32	53
Cc1nnc2n1N=C(c1ccc(Br)cc1)CS2	114	105	98	97	89	96	95	104
CN(C)c1nc(N)c2nccnc2n1	111	114	98	110	98	100	101	117
CCCCC1=NC2(CCCC2)C(=O)N1Cc1ccc(-c2ccccc2-c2nn[nH]n2)cc1	93	81	122	98	92	99	x	92
CN(C)N=Nc1nn(C(=O)Nc2ccc(Cc3ccccc3)cc2)c2cc(Cl)ccc12	88	89	97	99	x	91	x	103
The listing continues:
SMILES	HOP-62	CCRF-CEM	MOLT-4	RPMI-8226	EKVX	A549/ATCC	HOP-92	M14
Cc1cc(=O)oc2cc(OCCOc3ccc(/C=C/C(=O)Nc4ccccc4[N+](=O)[O-])cc3)ccc12	104	101	106	103	114	111	94	103
CSCOC(=O)/C(CCC=C(C)C)=C1\[C@@H](OC(C)=O)C[C@@]2(C)[C@H]1CC(=O)[C@H]1[C@@]3(C)CCNC(=O)[C@@H](C)[C@@H]3CC[C@@]12C	102	97	88	62	103	98	89	99
O=C1Nc2ccccc2/C1=C/C(=O)c1ccc(-n2ccnc2)cc1	88	70	87	102	89	99	93	100
C=C(C)[C@@H]1CC[C@]2(C#N)CC[C@]3(C)[C@H](CC[C@@H]4[C@@](C)(CCC#N)[C@H](C(=C)C)CC[C@]43C)[C@@H]12	98	91	68	82	80	87	84	89
CCCCS(=O)(=O)NC(=O)Nc1ccccc1	95	x	96	115	107	91	104	106
CCCCCCCCCCCC[Si](F)(CCCCCCCC)CCCCCCCC	106	x	103	114	x	105	x	102
CN(C)c1nc(-c2ccco2)n2nc(-c3cccs3)cc2n1	109	97	109	79	75	105	x	106
CC(C)CNCCOC(=O)c1ccc([N+](=O)[O-])cc1	104	102	107	103	x	109	96	99
O=C(O)CN1C(=O)C2C3CCC(C3)C2C1=O (configuration not stated)	112	105	102	118	x	112	103	105
O=[N+]([O-])c1ccc(N2CCOCC2)cc1	95	97	97	x	101	107	x	107
CC(C)CSc1nc(NC2CC2)c(C#N)c(-c2ccccc2)n1	77	96	86	103	93	68	92	105
COc1ccc(C(=O)/C=C/c2cn(Cc3ccc(Cl)cc3)c3ccccc23)cc1	59	41	40	71	89	57	77	-60*
COc1ccc(C2NC(=O)NC=C2C(=O)c2cc3ccccc3oc2=O)cc1 (configuration not stated)	92	97	106	86	93	100	x	93
CCc1cc2c(cc1C(=O)CBr)C(C)(C)CCC2(C)C	109	106	81	107	122	99	103	86
CCOC(=O)c1c(C)oc2ncnc(Nc3ccc(C(=O)Nc4ccc(OC)cc4)cc3)c12	x	89	92	91	91	93	79	101
Cn1c(=O)c2nc(CC(O)c3ccccc3)c(=O)[nH]c2n(C)c1=S (configuration not stated)	95	102	104	108	98	112	94	103

Arranged by length of the SMILES (rising): part of the list above
SMILES	HOP-62	CCRF-CEM	MOLT-4	RPMI-8226	EKVX	A549/ATCC	HOP-92	M14
CCCCS(=O)(=O)NC(=O)Nc1ccccc1	95	x	96	115	107	91	104	106
CC(C)CNCCOC(=O)c1ccc([N+](=O)[O-])cc1	104	102	107	103	x	109	96	99
CCOC(=O)c1c(C)oc2ncnc(Nc3ccc(C(=O)Nc4ccc(OC)cc4)cc3)c12	x	89	92	91	91	93	79	101

Hits appear at their usual frequency. Share with any hit: about 12%.
